SK-BR-3 tox 24h: SK-BR-3 proliferation inhibitors, primary screen, cell-based, human, 24 h. viability, % at 10 µM. SK-BR-3 viability, CellTiter-Glo ATP luminescence; hits give low values. actives 0.47% (n = 41,000);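 active = viability at or below the median of all test compounds minus 3 SD, in both replicates if run twice, cut at about 45% in these data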;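 note: 100% = median untreated cell wells and 0% = median positive control drug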
* marks the source's active call; other numbers are inactive results.

SMILES	SK-BR-3 tox 24h
O=C(CSc1nnc2n(C3CCCCC3)c(=O)c3ccccc3n12)OC1CCCCC1	98.4
Cc1cc(C(F)F)n2nc(C(=O)Nc3c(F)cc(F)cc3Br)nc2n1	77.8
O=C(Nc1nnc(SCc2ccccc2F)s1)c1ccco1	100.3
Oc1ccc2cccnc2c1	105.4
COC(=O)[C@H](CCSC)NC(=O)Nc1ccc(C(C)=O)cc1	107.7
CCc1nc(NC2CCCCC2)c(C#N)c2c1COC(C)(C)C2	84.9
COc1ccccc1-c1nnc2n1N=C(c1ccc(O)c(O)c1)CS2	78.2
Cc1ccn2cc(C(=O)Nc3nnc(C)s3)nc2c1	86.4
Cc1ccc(C2CC(C(F)(F)F)n3ncc(C(N)=O)c3N2)cc1 (stereo not drawn)	107.6
Nc1nnc(SCC(=O)N2CCc3ccccc32)n1-c1ccccc1	83.2
O=C(c1noc2c1CCCC2)N1CCN(Cc2ccccc2)CC1	82.0
O=C(c1ccc(S(=O)(=O)N2CCCCC2)cc1)N1CCCc2ccccc21	104.4

Quoted at random: 2 records from the list.
SMILES	SK-BR-3 tox 24h
O=C(CSc1nnc2n(C3CCCCC3)c(=O)c3ccccc3n12)OC1CCCCC1	98.4
O=C(c1noc2c1CCCC2)N1CCN(Cc2ccccc2)CC1	82.0

The main list resumes; the 3 compounds before the break are reprinted first.
SMILES	SK-BR-3 tox 24h
Nc1nnc(SCC(=O)N2CCc3ccccc32)n1-c1ccccc1	83.2
O=C(c1noc2c1CCCC2)N1CCN(Cc2ccccc2)CC1	82.0
O=C(c1ccc(S(=O)(=O)N2CCCCC2)cc1)N1CCCc2ccccc21	104.4
COc1ccc(CN(Cc2cc3cccc(C)c3[nH]c2=O)C(=O)N(C)C)cc1	81.9
O=C(NCCCN1CCOCC1)c1cc2c(=O)[nH]c3ccccc3c2s1	78.3
COc1ccc(OC)c(N(CC(=O)Nc2cccnc2)S(=O)(=O)c2ccc(OC)c(OC)c2)c1	86.5
Cc1ccc(C2CC(=O)c3cnc(N4CCN(c5ccccc5)CC4)nc3C2)cc1 (stereo not drawn)	87.3
O=C(CCn1nc(-c2ccc(Cl)cc2)ccc1=O)NCc1ccccn1	89.3
CC(=O)c1cccc(NS(=O)(=O)N(C)C)c1	89.5
Cc1nnc(SCC(=O)N2c3ccccc3Sc3ccccc32)n1N	108.7
O=C(NC1CCCCC1)Sc1ccc(Cl)cc1	113.0
Cc1ccc(C2C=C(c3ccccc3OC(F)F)Nc3ncnn32)cc1 (stereo not drawn)	85.7
O=S(=O)(c1ccccc1)c1nc(-c2cccs2)oc1NCC1CCCO1 (stereo not drawn)	81.2
Cn1c(SCCSc2nnc(-c3ccccc3)n2C)nnc1-c1ccccc1	89.7
CCOC(=O)C(CC)Sc1nc2c(c(=O)[nH]c(=O)n2C)n1C/C=C(/C)Cl (stereo not drawn)	90.9
Cc1c(-c2ccccc2)nc2ccccc2c1C(=O)O	90.2
O=C(CN1C(=O)COc2ccc(Cl)cc21)N1CCc2ccccc21	92.2
Cc1cc(C)c(C#N)c(SCc2ccccc2C(=O)O)n1	95.1
O=C(NCc1cccnc1)c1cn(CCc2ccccc2)nn1	88.1
Cn1c(SCC(=O)NCc2ccc3c(c2)OCO3)nnc1-c1c[nH]c2ccccc12	86.9
CCn1c(=O)c2ccccc2n2c(SCC(=O)N3CCCc4ccccc43)nnc12	72.8
Cc1cc(S(=O)(=O)NCCc2ccccc2)c(C)s1	65.4
CCOCCCNc1ncnc2c1[nH]c1ccccc12	92.7
CSc1nc(SCC(N)=O)c2c3c(sc2n1)CN(C)CC3	86.8
CCOC(=O)c1ccc(NC(=O)CC2OCCN(CC)C2=O)cc1 (stereo not drawn)	110.5
Cc1cccc2cc(C#N)c(NCCCn3ccnc3)nc12	96.8
CCC(C)(C)NC(=O)C(c1ccc(C)o1)N(Cc1cccs1)C(=O)Cn1nnc2ccccc21 (stereo not drawn)	94.5
C=CCNc1nc(N)c(C(=O)c2ccc3c(c2)OCO3)s1	115.7
CCc1nc(C)cn1S(=O)(=O)c1cc(OC)c(C)cc1C	98.7
Oc1ccc(Br)cc1-c1cc(-c2ccccc2F)[nH]n1	68.4
O=C(Nc1ccccc1)OC1C2CCC1C(N1CCCCC1)CC2 (stereo not drawn)	82.7
COc1cc(C)c(Cl)cc1S(=O)(=O)NCc1ccco1	108.0
CCn1c(NCc2cccc(OC)c2OC)nc2ccccc21	81.8
O=C(CCc1nc2ccccc2[nH]c1=O)OCc1ccc(S(=O)(=O)N2CCOCC2)cc1	96.3
CCOC(=O)C1=C(C)N(C)C(C)=C(C(=O)OCC)C1c1ccccn1	100.0
COC(=O)CSc1nsc(SCC(=O)OC)c1C#N	77.9
Cc1c(C(=O)Nc2cccc3cccnc23)oc2ccccc12	72.5
O=C(O)c1cc(-c2ccc3c(c2)OCO3)nc2ccccc12	94.1
CCCCn1c(Oc2ccc(C(=O)OC)cc2)nc2c1c(=O)n(C)c(=O)n2C	76.2
COc1ccc(S(=O)(=O)n2nc(OC(=O)C3CCCCC3)cc2N)cc1	68.0
O=C(NCC1COc2ccccc2O1)C1CCN(S(=O)(=O)c2cccc3nsnc23)CC1 (stereo not drawn)	88.5
CCCSc1nnc2n(-c3ccccc3OC)c(=O)c3c4c(sc3n12)CCC4	76.2
COc1ccc(C(=O)N2CCOCC2)cc1Br	95.3
CCN(CC)S(=O)(=O)c1ccc2c(c1)c(=O)c(C(=O)NCCN(C)CCc1ccccc1)cn2C	50.4
Nc1ccc(Sc2nnnn2-c2ccccc2)c(Cl)c1	97.6
O=C(NC1CCCC1)C1C2C=CC(C2)C1C(=O)N1CCOCC1 (stereo not drawn)	101.3
CCOC(=O)Cc1csc(NC(=O)c2ccc(Br)s2)n1	93.9
COc1cc(Cl)cc(C#N)c1OCC(=O)O	97.3
COCc1nnc(NC(=O)CCCCCN2C(=O)c3ccccc3C2=O)s1	104.7
CS(=O)(=O)Nc1ccccc1C(=O)c1ccccc1	79.4
COc1ccc(CNC(=O)C(c2cccs2)N(C(=O)c2csnn2)C2CC2)cc1 (stereo not drawn)	113.2
CCC(=O)N1CCN(c2ccc(Cl)cc2NC(=O)c2ccc(Br)o2)CC1	94.9
CCOC(=O)c1cccc(NC(=O)CCn2nnc3ccccc32)c1	98.4
c1ccc(Cn2c(SCCN3CCOCC3)nnc2-c2cccnc2)cc1	98.5
CC(C)[C@H](NC(=O)OC(C)(C)C)c1nnc(SCc2cccc(F)c2)o1	90.7
CCc1nnc(NC(=O)CSc2nnc(-c3ccccc3O)n2-c2ccc(C)cc2)s1	84.5
Cc1ccc(N(C(C)C(=O)O)S(=O)(=O)c2c(C)n[nH]c2C)cc1 (stereo not drawn)	87.5
Cc1ccc2c(c1)cc(CN(Cc1ccc3c(c1)OCO3)S(=O)(=O)c1ccccc1)c1nnnn12	80.7
COc1ccccc1N1C(=O)c2ccccc2NC1c1ccncc1 (stereo not drawn)	85.3
Cc1noc(C)c1C(=O)NCCc1ccc(Cl)cc1	117.0
CCOc1ccc(OCC(=O)Nc2ccc(S(=O)(=O)Nc3cc(C)nc(C)n3)cc2)cc1	120.8
Cc1cccc(N(CC(=O)NCc2ccco2)C(=O)CCC(=O)Nc2ccccn2)c1	102.9
CCN(CC)C(=O)CSc1ccccc1N	101.3

Following part.
SMILES	SK-BR-3 tox 24h
Cc1c(C(=O)N2CCN(c3ccccc3F)CC2)sc2ncn(CC(=O)N3CCOCC3)c(=O)c12	84.8
CN1CCN(C(=O)c2cc(-c3cccc(Cl)c3)on2)CC1	85.6
COc1ccccc1NC1=C(C)C(=O)CC1	87.8
CCC(=O)Oc1ccc2c(C)cc(=O)oc2c1C	83.8
CCCc1nn(CCc2ccccn2)c(N)c1CC	100.5
O=C(Nc1ccccc1OC(F)F)c1ccccc1	92.2
CCOC(=O)c1cccc(NC(=O)CSc2nnc(C3CCCCC3)n2CC)c1	53.5
O=C(O)CSCc1ccc(Cl)cc1	87.9
O=C(Oc1cccc(NC(=O)c2ccco2)c1)c1cccc(S(=O)(=O)N2CCCC2)c1	84.1
COc1ccc(C(=O)N2c3ccc(F)cc3CCC2C)cc1OC (stereo not drawn)	80.7
COc1ccc(CCn2c(-c3ccco3)nc3nc4ccccc4nc32)cc1OC	89.1
CCOc1ccccc1NC(=O)CSc1c(C)n[nH]c1C	101.0
COc1ccccc1NCCC(=O)OCC(=O)NCc1ccco1	107.3
CCCCNC(=O)Oc1cccc(N2CCCC2=O)c1	98.3
COc1ccc(C2C(C(=O)c3ccc(C)o3)=C(O)C(=O)N2c2cc(C)on2)cc1OC (stereo not drawn)	93.2
COc1ccc(CN(Cc2cc3cc(C)ccc3[nH]c2=O)C(=O)N(C)C)cc1	96.5
Cc1ccc(-c2nn(-c3ccccc3)cc2C(=O)N2CCOCC2)cc1	104.5
CCCOc1cccc(C(=O)Nc2cc(NC(=O)c3ccco3)ccc2OC)c1	68.7
CCOc1cc(-c2nc(-c3cc(OC)c(OC)c(OC)c3)no2)cc(OCC)c1OCC	94.0
CCOC(=O)Cn1nnnc1CN(Cc1ccc(OC)cc1)Cc1cc2cc(C)ccc2[nH]c1=O	39.4*
N=C1C(c2nc(-c3ccc(F)cc3)cs2)=C(O)CN1CCCN1CCOCC1	102.7
OC(C#CCN1CCOCC1)c1cccs1 (stereo not drawn)	81.5
CN1CCN(c2nc(-c3ccncc3)nc3ccccc23)CC1	81.3
CCCc1nnc(SCC(=O)N2CCCC2)n1CC1CCCO1 (stereo not drawn)	92.6
CC(C)OC(=O)c1nnn(-c2nonc2N)c1CSc1ccccn1	73.0
Cc1nnc(NCc2n[nH]c(=O)c3ccccc23)c2ccccc12	89.2
CCN(C(=O)c1cc2cccc(OC)c2oc1=O)c1ccccc1	78.5
Cc1c(NC(=O)c2cc(-c3ccco3)on2)c(=O)n(-c2ccccc2)n1C	76.4
CCC(CC)COC(=O)C(C#N)c1nc2ccccc2nc1N1CCOCC1 (stereo not drawn)	93.0
CC1CCc2nc(NC(=O)CN3CCOCC3)sc2C1 (stereo not drawn)	104.4
O=C(O)C1CCCN1C(=O)Nc1ccccc1 (stereo not drawn)	81.8
O=C(Cn1ccc2ccccc2c1=O)NCCC(=O)NC1CCN(Cc2ccccc2)CC1	64.2
N#Cc1ccccc1Cn1c(=O)n(CCC(=O)NCc2ccco2)c(=O)c2ccccc21	88.1
CCOC(=O)c1nn(-c2ccccc2)c(C(=O)OCC)c1N	109.7
COC(=O)c1[nH]c2ccc(C)cc2c1NC(=O)CCN1CCN(C2CCCCC2)CC1	94.0
O=c1[nH]c2ccc(S(=O)(=O)N3CCN(Cc4ccccc4)CC3)cc2[nH]c1=O	89.1
CC(C)(Oc1ccc(Cl)cc1)C(=O)NC1CCSC1=O (stereo not drawn)	93.4
O=C(c1ccc(C#Cc2ccccc2)o1)N1CCN(c2ccccn2)CC1	61.5
COC(=O)C1=CN(CCCN2CCCC2=O)C=C(C(=O)OC)C1c1cccs1	110.6
COC(=O)Nc1ccc(S(=O)(=O)N2CCN(c3ccc(F)cc3)CC2)cc1	91.9
COc1ccc(C(=O)CSc2nnc(CNc3nc(-c4ccccc4)cs3)n2C)cc1	105.8
COc1ccc(Cl)cc1Nc1nc(C)cc(=O)[nH]1	109.7
Cc1ccc2nc3n(c(=O)c2c1)CCC3	67.5
C=CCN(C(=O)CNC(=O)c1ccco1)C(C(=O)NC1CCCCC1)c1ccccc1 (stereo not drawn)	88.8
CCc1sc(NC(=O)COC)nc1-c1ccccc1	91.8
CC(=O)Nc1cc2c(nc1C)nc(C)n2Cc1ccc(Br)cc1	89.4
CC(C)(C)c1nnc(NC(=O)C2CCN(c3ncccn3)CC2)s1	82.7
Cc1cc(NC(=O)Cc2cccs2)no1	115.5

Exported with bars between the fields: part of the list above.
molecule | SK-BR-3 tox 24h
COC(=O)Nc1ccc(S(=O)(=O)N2CCN(c3ccc(F)cc3)CC2)cc1 | 91.9
COc1ccc(C(=O)CSc2nnc(CNc3nc(-c4ccccc4)cs3)n2C)cc1 | 105.8

Next part
SMILES	SK-BR-3 tox 24h
O=C1CCC(=O)N1CCOP1(=O)COc2ccccc2OC1	98.7
O=C(C1CCN(S(=O)(=O)c2ccccc2)CC1)N(CCc1ccccc1)Cc1ccco1	67.1
COc1ccc(CSc2nnc(C)n2N)cc1	114.6
COC(=O)C1C(C(C)C)N(c2ccccc2)OC1(C)O (stereo not drawn)	100.9
CCS(=O)(=O)N1CCC(C(=O)Nc2cccc(C(C)=O)c2)CC1	92.3
Cc1cccc(NC2(C(F)(F)F)N=C3SCCN3C2=O)n1 (stereo not drawn)	105.2
Cc1ccc(NC(=O)/C(CN(C)C)=N\O)cc1	111.1
CCCCCCn1c(N2CCN(c3ccccc3)CC2)nc2c1c(=O)[nH]c(=O)n2C	98.7
Cc1nn(CCO)c(C)c1Oc1ccccc1O	96.2
CC(C(=O)NCc1ccccc1)N(CCN1CCOCC1)C(=O)c1snc(C(N)=O)c1N (stereo not drawn)	65.9
Cc1oc(C2CC2)cc1C(=O)O	119.5
COc1ccc(NC(=O)CSc2nnc(-c3ccccc3C)n2C)cc1	101.6
CCOC(=O)c1oc2ccc(CNCCO)c(Cl)c2c1C	86.9
CCn1c(SCC(=O)N2CCc3ccccc3C2)nc2c1c(=O)n(C)c(=O)n2C	77.4
Cc1ccc(N2C(=O)c3ccccc3C2=O)cc1C	105.7
CCc1ccc(NC(=O)c2cc(C)on2)cc1	84.0
COc1ccc(O)c(-c2[nH]ncc2C(=O)c2ccccc2)c1	102.8
COC(=O)c1cccc(NC(=O)C(C)N2C(=O)c3ccccc3C2=O)c1 (stereo not drawn)	111.7
Cc1cc(C)cc(OCC(=O)NCC2CCCO2)c1 (stereo not drawn)	87.7
CCCCc1ccc(C(=O)NC(C(=O)O)C(C)C)cc1 (stereo not drawn)	94.2
Cc1cc(C)n(-c2nc3c(c(=O)[nH]c(=O)n3C)n2CCc2ccccc2)n1	89.1
Cc1cc2cc(CN(CCCN3CCOCC3)C(=O)NC3CCCCC3)c(=O)[nH]c2cc1C	75.2
O=C(CN1CCN(C2CCCCC2)CC1)Nc1ccccc1N1CCCCC1	92.7

Part of the list above in order of number of heavy atoms, lowest first:
SMILES	SK-BR-3 tox 24h
CCc1ccc(NC(=O)c2cc(C)on2)cc1	84.0
CCCCc1ccc(C(=O)NC(C(=O)O)C(C)C)cc1 (stereo not drawn)	94.2
CCOC(=O)c1oc2ccc(CNCCO)c(Cl)c2c1C	86.9
CCn1c(SCC(=O)N2CCc3ccccc3C2)nc2c1c(=O)n(C)c(=O)n2C	77.4

Source: PubChem (SRMLSC)

Some of the compounds tested, so the mix of outcomes need not match the whole.
